Screening data deposited in PubChem by National Center for Advancing Translational Sciences (NCATS).
Rab9 prom act: activates the Rab9 promoter. Huh7 Rab9 promoter-luciferase reporter, luminescence, 24 h. Potency, µM (top dose mostly 9.22 µM), for inactives: at the top dose activation, negative = inhibition, most hits filed as activators. 2.8% of 320,000 active; note: % of control where 0% means no effect; nearly all actives have a fitted effect of over 60% in size
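Huh7 reporter line, Rab9 promoter upstream of luciferase. Compound exposure 24 h at 37 °C in reduced-serum medium with 10% FBS. Read-out: luminescence.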
p53 reactivator: restores transcriptional activity of mutant p53; Potency, µM (series often up to 92.2 µM), inactives show top-dose activity change, positive = activation, hits mostly activators; H1299 p53-A138V BP100-luciferase reporter, luminescence, 24 h; 0.063% of 320,000 active; note: % of control where 0% means no effect; nearly all actives have a fitted effect of over 45% in size
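p53-null H1299 cells stably carrying temperature-sensitive p53-A138V and a BP100-luciferase reporter were pinned with compounds (4-point, 1:5 series) and held 24 hrs at 37 deg C. Luminescence was read 10 min after detection reagent.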
RORg inh: blocks mouse ROR gamma transcriptional activity | P51450 | Drosophila S2 Gal4-RORgamma UAS-luciferase reporter, 20 h | Potency, µM (highest dose often 53.6 µM), without a hit: at the highest dose activity change, negative = inhibition, actives largely listed as inhibitors | 5.4% of 310,000 active | AID 2551; note: % is set by controls: 0 for no effect and ±100 for the full control effect; nearly all actives have a fitted effect of over 60% in size
Target sequence (P51450 whole entry, looked up, the tested form may be a part): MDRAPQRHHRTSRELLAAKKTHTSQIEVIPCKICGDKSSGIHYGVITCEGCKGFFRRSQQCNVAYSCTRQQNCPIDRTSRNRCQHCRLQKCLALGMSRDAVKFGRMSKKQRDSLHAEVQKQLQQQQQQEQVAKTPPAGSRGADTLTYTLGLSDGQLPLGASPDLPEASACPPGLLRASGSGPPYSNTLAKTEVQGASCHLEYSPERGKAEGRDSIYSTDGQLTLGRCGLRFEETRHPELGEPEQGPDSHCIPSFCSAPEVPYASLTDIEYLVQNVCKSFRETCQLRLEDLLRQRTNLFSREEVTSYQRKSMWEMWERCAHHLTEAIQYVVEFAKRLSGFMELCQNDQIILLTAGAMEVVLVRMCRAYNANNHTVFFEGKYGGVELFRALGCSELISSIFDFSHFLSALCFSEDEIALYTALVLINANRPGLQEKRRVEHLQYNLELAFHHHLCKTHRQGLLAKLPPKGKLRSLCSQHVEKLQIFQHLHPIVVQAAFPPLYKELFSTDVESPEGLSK
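ROR gamma transcriptional activity was tracked as Gal4-UAS luciferase output in stably transfected Drosophila Schneider cells, with compound added 1 hr before 700 uM copper sulfate induction and a 20 hr ambient-temperature incubation.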
ELG1 genotoxic: genotoxicity induction in ELG1-luciferase HEK293T cells | HEK293T ELG1-luciferase reporter, luminescence, 16 h | AID 504466 | 1.3% of 330,000 active | Potency, µM (series often up to 46 µM), for inactives: at the top dose activity change, positive = activation, actives largely listed as activators; note: % of control where 0% means no effect; nearly all actives have a fitted effect of over 60% in size
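HEK293T cells expressing luciferase-tagged ELG1 were exposed to compound or DMSO vehicle for 16 hr at 37 °C and 5% CO2. Luciferase activity was then measured with ONE-Glo after 30 min at room temperature.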
BRCA1 expr act: BRCA1 expression activation. Potency, µM (series often up to 46.1 µM), for inactives: at the top dose activation, usual class: activators. MCF7-BRCA1-FFLuc reporter, luminescence, 48 h; response scale: scaled: vehicle 0%, 10 µM genistein 100%. 1.1% of 380,000 active; note: nearly all actives have a fitted effect of over 80% in size; some results filed as inactive show a strong effect at the top dose
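48 h compound treatment of MCF7-BRCA1-FFLuc cells (phenol-red free MEM, 37 °C), then 15 min with luciferase substrate and luminescence imaging.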
MBNL1-CUG inh: blocks human MBNL1 binding to CUG repeat RNA. Q9NR56. TR-FRET MBNL1-His/biotin-(CUG)12 binding, 665/545 ratio. Potency, µM (top dose mostly 57.5 µM), inactives show at the top dose activity change, negative = inhibition, hits mostly inhibitors. 0.036% of 280,000 active; active = well fitted inhibition curve with a large enough effect in the signal ratio, with a control signal flat, not every such curve was filed as active; inconclusive = small, poorly fitted or top-dose-only effect, or effect the other way, or a change in a side signal; inactive = no such curve, though single readings can be large or run the other way; the % refers to the signal ratio; note: % is set by controls: 0 for no effect and ±100 for the full control effect
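Compounds (final 92 nM to 58 uM) are added to His-tagged MBNL1 and biotin-(CUG)12, then terbium anti-His antibody and streptavidin-XL665 (5 nM final). After 60 min at room temperature, the 665/545 nm ratio is read.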
NPC1 promoter act: NPC1 promoter activation. 2.4% of 320,000 active. Huh7 NPC1 promoter luciferase reporter, 24 h. Potency, µM (highest dose often 9.22 µM), without a hit: at the highest dose activation, usual class: activators. AID 485313;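 note: % of control where 0% means no effect; nearly all actives have a fitted effect of over 60% in size; reporter is driven by a mutant NPC1 promoter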
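Quantitative HTS used a cell-based reporter: Huh7 cells stably bearing the NPC1 promoter upstream of luciferase were treated with compounds for 24 h, and promoter activation was read as luminescence.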
Gal4-VP16 FLuc: inhibits Gal4-VP16 luciferase reporter, ROR gamma counter-screen; Drosophila S2 Gal4-VP16 UAS-luciferase, luminescence, 20 h; Potency, µM (top dose mostly 53.6 µM), without a hit: at the highest dose activity, negative = inhibition, usual class: inhibitors; 3.5% of 310,000 active;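 note: Gal4-VP16 expression switched on by copper sulfate through the metallothionein promoter; % is set by controls: 0 for no effect and ±100 for the full control effect; nearly all actives have a fitted effect of over 50% in size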
uPA surface inh: blocks generation of uPA at the cell surface | 0.31% of 330,000 active | cell surface uPA generation assay, qHTS | Potency, µM (doses to about 38.3 µM), inactives show at the top dose activity change, negative = inhibition, hits mostly inhibitors | AID 540303; active = well fitted inhibition curve with a large enough effect; inconclusive = small, poorly fitted or top-dose-only effect; inactive = no such curve, though single readings can be large or run the other way; tested in mouse RAW 264.7 cells; note: % is set by controls: 0 for no effect and ±100 for the full control effect; nearly all actives have a fitted effect of over 55% in size
FLuc modulator: counter-screen for miR-21 project: firefly luciferase inhibitors or activators. P08659. purified FLuc, Km substrates, luminescence inhibition. Potency, µM (top dose mostly 57.5 µM), for the others: top-dose activity change, negative = inhibition, usual class: inhibitors. 6.9% of 360,000 active. AID 588342;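 note: plate controls were vehicle for no effect and reference inhibitor for full effect; nearly all actives have a fitted effect of over 55% in size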
Target sequence (P08659 whole entry, looked up): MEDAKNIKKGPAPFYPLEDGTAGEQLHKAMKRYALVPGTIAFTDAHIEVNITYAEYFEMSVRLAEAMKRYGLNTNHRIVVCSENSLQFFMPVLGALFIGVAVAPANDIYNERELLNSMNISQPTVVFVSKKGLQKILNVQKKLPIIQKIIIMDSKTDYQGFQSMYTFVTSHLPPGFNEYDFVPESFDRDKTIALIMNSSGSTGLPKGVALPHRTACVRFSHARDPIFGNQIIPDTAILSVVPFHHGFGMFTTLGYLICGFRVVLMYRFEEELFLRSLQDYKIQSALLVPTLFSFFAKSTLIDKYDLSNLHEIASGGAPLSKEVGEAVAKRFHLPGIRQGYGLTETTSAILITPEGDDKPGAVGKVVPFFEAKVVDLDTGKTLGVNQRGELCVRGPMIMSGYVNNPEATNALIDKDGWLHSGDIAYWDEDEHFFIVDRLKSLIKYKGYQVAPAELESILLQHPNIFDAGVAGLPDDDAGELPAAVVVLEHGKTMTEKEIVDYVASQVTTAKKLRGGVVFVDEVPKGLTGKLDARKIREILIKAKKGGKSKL
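Purified P. pyralis luciferase, 10 nM final, with Km-level 10 uM D-luciferin and 10 uM ATP in 50 mM Tris acetate pH 7.5, 10 mM Mg acetate, 0.01% Tween-20, 0.05% BSA; 6-point qHTS titration about 60 µM downward; luminescence read.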
Numbers without * were called inactive; ? = inconclusive; · = no result given; [ ] = remark or other dose. Unless noted, calls come from the whole dose curve; as a rule, active = well fitted curve in the direction sought with a large enough effect; inconclusive = small, poorly fitted or top-dose-only effect, or another doubt; inactive = no such curve, though single readings can be large; an effect the other way counts as inactive or inconclusive. Potency is the fitted concentration of half-maximal effect.

| SMILES | Rab9 prom act | p53 reactivator | RORg inh | ELG1 genotoxic | BRCA1 expr act | MBNL1-CUG inh | NPC1 promoter act | Gal4-VP16 FLuc | uPA surface inh | FLuc modulator |
| --- | --- | --- | --- | --- | --- | --- | --- | --- | --- | --- |
| COC(=O)C1=CN(Cc2ccccc2)C=C(C(=O)OC)C1c1cc(F)ccc1F | -3% | -8% | 26% | -7% | -37% | 8% | -2% | 4% | -11% | 0% |
| O=C(COC(=O)C1CCC(=O)N1)Nc1ccccc1Br (stereo unspecified) | 0% | 0% | 6% | 0% | 15% | 1% | -2% | -3% | 7% | 0% |
| O=C(Nc1ccc(Cl)cc1)N1CCc2[nH]c3ccccc3c2C1 | -11% | -8% | 36% | 0% | 12% | 0% | 0% | -1% | 0% | ? |
| Cc1ccccc1S(=O)(=O)Cc1ccc(C(=O)NCCN(Cc2ccccc2)C(C)C)o1 | -4% | -5% | -6% | -3% | -4% | -1% | -3% | -19% | -1% | 2% |
| OC(COCc1ccc(Cl)cc1)CN1CCCCC1 (stereo unspecified) | -1% | 8% | -14% | 3% | -2% | -10% | 0% | -11% | -15% | 3% |
| Clc1ccc(CNc2ccc3nnc(-c4ccccc4)n3n2)cc1 | -7% | 3% | 21% | 2% | -10% | -15% | -8% | -2% | ? | ? |
| O=C(c1ccco1)N1CCN(C(=O)c2cc(-c3ccccc3)nc3ccccc23)CC1 | 4% | 8% | 29% | 0% | 18% | -5% | 10% | 11% | -1% | 6.7µM* |
| CCc1csc(CCNC(=O)C2CCC(=O)N(CCc3cccc(F)c3)C2)n1 (stereo unspecified) | -2% | 0% | 16% | 5% | -3% | -4% | -5% | -8% | -6% | -4% |
| O=C(CC12CC3CC(CC(C3)C1)C2)NCC(=O)N1CCc2ccccc2C1 | 0% | -3% | -1% | 8% | -26% | -6% | 1% | -8% | -2% | 6% |
| Cc1ccc2nc(NC(=O)C3CC3C)sc2c1 (stereo unspecified) | ? | ? | 7.1µM* | 13% | 73% | 0% | 1.1µM* | -13% | -7% | 5.4µM* |
| COC(=O)C1CCN(Cc2c(C(=O)N3C[C@@H](C)O[C@@H](C)C3)nc3ccc(Cl)cn23)CC1 | 0% | 5% | -15% | 1% | -1% | -1% | -2% | -3% | 1% | -2% |
| c1ccc(C2COC(c3cccs3)=N2)cc1 (stereo unspecified) | 4% | 38% | -20% | 6% | 19% | 2% | -3% | -5% | · | -18% |
| CC(C)(C)NC(=O)CN(Cc1cccs1)C(=O)CNS(=O)(=O)c1ccc(F)cc1 | -6% | 4% | -11% | -2% | -15% | -6% | -4% | 8% | 5% | 2% |
| O=S(=O)(NCc1cccnc1)c1ccc(Br)s1 | 7% | -2% | 13% | 0% | -8% | -10% | -1% | 3% | 1% | 5% |
| Cc1nc(SC2CC(=O)N(c3ccc([N+](=O)[O-])cc3)C2=O)nc2c1CCCC2 (stereo unspecified) | -6% | 2% | 5% | 0% | 2% | -2% | -2% | -2% | -5% | 0% |
| CCCN1CCC(=O)N([C@H](CN=[N+]=[N-])CC(C)C)CC1 | -2% | 7% | 1% | 0% | -5% | 2% | 0% | 5% | -4% | 1% |
| CCCCn1c(N)c(N(CCC(C)C)C(=O)C2=NN(c3cc(C)ccc3C)C(=O)CC2)c(=O)[nH]c1=O | 3% | -4% | · | -1% | 0% | · | -1% | · | 0% | -1% |
| Cc1c(Br)ccc(NC(=O)c2ccccc2[N+](=O)[O-])c1C | -4% | 0% | -18% | 0% | 20% | 6% | -5% | 20% | ? | -1% |
| CCc1n[nH]c(=S)n1/N=C/c1ccc(N(C)c2ccccc2)cc1 | -3% | 5% | 4.5µM* | -9% | -37% | · | -1% | ? | -4% | ? |
| COc1ccc(/C=N/NC(=O)/C(=C/c2ccccc2)CCO)cc1 | -1% | 8% | -12% | 1% | 20% | 5% | -1% | 5% | 2% | ? |

More results follow.
Under each structure – Rab9 prom act, p53 reactivator, RORg inh, ELG1 genotoxic, BRCA1 expr act, MBNL1-CUG inh, NPC1 promoter act, Gal4-VP16 FLuc, uPA surface inh, FLuc modulator
> COC(=O)C(C(=O)OC)c1ccc(N)cc1
  -24%, -2%, -13%, 1%, -10%, -5%, -3%, -2%, 3%, -1%
> O=C(CNc1ccc(F)cc1F)NC(=O)NCc1ccco1
  0%, 2%, -6%, -2%, -17%, -7%, 15%, -8%, 1%, 1%
> COc1ccc(N2CCN(CC(=O)Nc3nnc(-c4ccccc4)s3)CC2)cc1
  3%, 7%, 10µM*, 2%, -7%, ?, -2%, ?, -5%, -8%
> CSc1nnc2c3cc(C)ccc3n(Cc3ccccc3)c2n1
  -6%, -2%, -18%, 0%, -7%, 8%, -6%, -20%, -2%, 8%
> COC(=O)c1ccccc1S(=O)(=O)NNC(=O)Nc1ccccc1
  7%[1.84 µM], 8%, 11µM*, 3%, -14%, -5%, ?, ?, 1%, -14%
> CCCCOC(=O)CSc1nnc(-c2ccc(Cl)cc2Cl)o1
  -3%, -1%, -1%, 0%, 8%, -7%, 6%, -27%, -6%, ?
> C[C@H]1CCC(=O)N([C@H](CC#N)Cc2ccccc2)CC1
  3%, 11%, 3%, -3%, 13%, -3%, 4%, 0%, -5%, 1%
> O=C(Cc1ccc(F)cc1)N1CCC(CC2CC(c3ccc(Cl)cc3)=NO2)(C(=O)NCC2CCCCC2)CC1 (stereo unspecified)
  6%, ·, 23%, -10%, -30%, -6%, -3%, 6%, ?, 2%
> Cc1ccc(SC(C)C(=O)NCCC2=CCCCC2)cc1 (stereo unspecified)
  -4%, 11%, 11%, 2%, 1%, -3%, 1%, 7%, -5%, 0%
> O=C(NC1CCCc2c1cnn2-c1ccccc1F)c1ccccn1 (stereo unspecified)
  16%, 4%, 52%, -3%, -20%, -16%, -1%, 3%, ?, 3%

Profiles, quoted from the list:
CCc1n[nH]c(=S)n1/N=C/c1ccc(N(C)c2ccccc2)cc1 in the list: Rab9 prom act = -3%; p53 reactivator = 5%; RORg inh = 4.5µM*; ELG1 genotoxic = -9%; BRCA1 expr act = -37%; MBNL1-CUG inh = ·; NPC1 promoter act = -1%; Gal4-VP16 FLuc = ?; uPA surface inh = -4%; FLuc modulator = ?
COC(=O)C1CCN(Cc2c(C(=O)N3C[C@@H](C)O[C@@H](C)C3)nc3ccc(Cl)cn23)CC1 in the list: Rab9 prom act = 0%; p53 reactivator = 5%; RORg inh = -15%; ELG1 genotoxic = 1%; BRCA1 expr act = -1%; MBNL1-CUG inh = -1%; NPC1 promoter act = -2%; Gal4-VP16 FLuc = -3%; uPA surface inh = 1%; FLuc modulator = -2%

A few values from the results shown.
CCc1n[nH]c(=S)n1/N=C/c1ccc(N(C)c2ccccc2)cc1 in BRCA1 expr act is entered as -37%
OC(COCc1ccc(Cl)cc1)CN1CCCCC1 (stereo unspecified) in FLuc modulator is entered as 3%

Sorted by the number under p53 reactivator (rising): 5 from the list above.
| structure | p53 reactivator |
| --- | --- |
| COC(=O)C(C(=O)OC)c1ccc(N)cc1 | -2% |
| CCCCOC(=O)CSc1nnc(-c2ccc(Cl)cc2Cl)o1 | -1% |
| O=C(CNc1ccc(F)cc1F)NC(=O)NCc1ccco1 | 2% |
| COC(=O)c1ccccc1S(=O)(=O)NNC(=O)Nc1ccccc1 | 8% |
| Cc1ccc(SC(C)C(=O)NCCC2=CCCCC2)cc1 (stereo unspecified) | 11% |

Additional entries.
Under each structure – Rab9 prom act, p53 reactivator, RORg inh, ELG1 genotoxic, BRCA1 expr act, MBNL1-CUG inh, NPC1 promoter act, Gal4-VP16 FLuc, uPA surface inh, FLuc modulator
> CC(C)CC[n+]1ccn(-c2nc3ccccc3nc2[N-]S(=O)(=O)c2ccc(Cl)cc2)c1
  -7%, 0%, -2%, -1%, 0%, 12%, 2%, -12%, 1%, 0%
> CC(=O)NC1=NC(=O)C(C)S1 (stereo unspecified)
  0%, 3%, 0%, -2%, -4%, 1%, -4%, 4%, 5%, 2%
> CCOCC(=O)Nc1cc(C(=O)Nc2cc(C)cc(C)c2)ccc1Cl
  4%, 2%, 12%, 8%, ·, 2%, 4%, -7%, ·, ?
> O=C(O)Cc1ccc(Oc2ncc(C(F)(F)F)cc2Cl)cc1
  2%, 4%, 18%, 2%, 26%, -8%, -5%, 11%, 1%, ?
> Fc1ccccc1C(c1nnnn1C1CCCC1)N1CCN(Cc2ccccc2)CC1 (stereo unspecified)
  0%, -1%, -7%, -1%, -47%, 11%, -3%, 14%, 8%, 3%
> CCCOc1ccc(C(=O)c2ccccc2C(=O)OC2CCOC2=O)cc1OCCC (stereo unspecified)
  -3%, -18%, ·, -1%, -13%, ·, -4%, ·, -1%, 9%
> CCOc1ccccc1CNC(=O)CCc1cn(CC)c2ccccc12
  9%, 1%, 15%, -6%, -36%, -3%, -1%, 3%, 12%, 0%
